NIH3T3 tox: Cytotoxic Profiling in NIH 3T3 Cell Line of Diverse Libraries Using Quantitative High-Throughput Screening | NIH 3T3 viability, CellTiter-Glo ATP luminescence, 48-72 h | Potency, µM (titrated, usually from 96.7 µM), without a hit: at the top dose activity change, negative = cytotoxicity, actives largely listed as inhibitors | 4.3% of 94,000 active | AID 1345082, 2018; further: potency means the concentration at half of the fitted maximal effect; nearly all actives have a fitted effect of over 55% in size
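Luminescent ATP readout (CellTiter-Glo, 10 min RT) after 48 or 72 hr compound exposure of NIH 3T3 cells seeded at 400 cells/well in 1536-well format; quantitative HTS.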
IP6K1 inh: Primary qHTS assay for small molecule inhibitors of Inositol hexaphosphate kinase 1 (IP6K1); Inositol hexakisphosphate kinase 1 (Homo sapiens), Q92551; IP6K1 kinase, ADP-Glo luminescence, 2 h; active compounds read low; activity change, % (series mostly up to about 58 µM); 0.81% of 140,000 active; in the data active means activity change below about -25%
Target sequence (Q92551 whole entry, looked up): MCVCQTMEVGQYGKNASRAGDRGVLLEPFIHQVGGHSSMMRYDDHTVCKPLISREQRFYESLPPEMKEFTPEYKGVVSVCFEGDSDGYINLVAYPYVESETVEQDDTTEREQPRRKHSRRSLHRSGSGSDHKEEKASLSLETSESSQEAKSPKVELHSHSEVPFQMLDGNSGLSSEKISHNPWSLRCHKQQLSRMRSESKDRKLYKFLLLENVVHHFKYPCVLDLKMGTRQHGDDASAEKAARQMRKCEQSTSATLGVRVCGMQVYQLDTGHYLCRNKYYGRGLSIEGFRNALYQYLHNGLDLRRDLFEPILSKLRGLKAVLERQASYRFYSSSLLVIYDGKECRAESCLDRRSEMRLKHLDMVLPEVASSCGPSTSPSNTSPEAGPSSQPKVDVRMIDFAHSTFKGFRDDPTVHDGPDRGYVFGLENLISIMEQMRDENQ
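ADP-Glo luminescence measures ADP made by human IP6K1 during a 2 h RT reaction with ATP/IP6 (mix at 1.3 mM/130 uM); top library doses 57.5 and 19.1 uM final.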
HEK cytotox: Cytotoxic Profiling in HEK 293 Cell Line of Diverse Libraries Using Quantitative High-Throughput Screening; HEK 293 viability, ATP luminescence (CellTiter-Glo), 48-72 h; Potency, µM (top dose mostly 115 µM), without a hit: top-dose activity change, negative = cytotoxicity, usual class: inhibitors; 6.6% of 94,000 active; AID 1345083, 2018; further: potency means the concentration at half of the fitted maximal effect; nearly all actives have a fitted effect of over 60% in size
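CellTiter-Glo luminescence (cellular ATP) was read after 48 or 72 hr of compound exposure at 37 degree Celsius. Cells were HEK 293 plated at 250 cells/well.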
HEK293 viab: GF-AFC viability counterscreen for inhibitors of alpha-synuclein gene (SNCA) expression | HEK-293-SNCA-luc viability, GF-AFC fluorescence, 24 h | 0.12% of 150,000 active | Potency, µM (doses to about 57.1 µM), inactives show at the top dose activity change, negative = cytotoxicity, usual class: cytotoxic | AID 1671193, 2021;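 further: potency means the concentration at half of the fitted maximal effect; 0% = DMSO-treated cells and -100% = medium-only wells without cells; nearly all actives have a fitted effect of over 30% in size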
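HEK-293-SNCA-luc cells (1500/well) plated 24 h, then exposed 24 h to a dilution series; GF-AFC added 30 min at 37C, fluorescence 405/540 nm; normalised to medium-only and DMSO wells, Hill fit.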
GPT2 inh: Primary qHTS assay for inhibitors of Glutamate pyruvate transaminase 2 (GPT2). Recombinant GPT2, coupled pyruvate oxidase/HRP Amplex Red fluorescence. 0.25% of 100,000 active. Potency, µM (titrated, usually from 57.7 µM), without a hit: at the highest dose activity change, negative = inhibition, usual class: inhibitors; further: potency means the concentration at half of the fitted maximal effect; nearly all actives have a fitted effect of over 60% in size; many of its hits are not listed in these tables
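Inhibition is scored from Amplex Red fluorescence generated when pyruvate oxidase and HRP act on pyruvate released by GPT2. Reactions contain 10ng/uL enzyme, 250uM a-KG and 2mM L-alanine and run 30 min at room temperature.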
FLuc inh: Firefly luciferase inhibition profiling of diverse chemical library using quantitative high-throughput screening; Luciferin 4-monooxygenase (Photinus pyralis), P08659; purified P. pyralis luciferase, luminescence, biochemical; Potency, µM (series often up to 115 µM), without a hit: at the highest dose activity change, negative = inhibition, hits mostly inhibitors; 2.5% of 76,000 active; further: potency means the concentration at half of the fitted maximal effect; nearly all actives have a fitted effect of over 65% in size
Target sequence (P08659 whole entry, looked up): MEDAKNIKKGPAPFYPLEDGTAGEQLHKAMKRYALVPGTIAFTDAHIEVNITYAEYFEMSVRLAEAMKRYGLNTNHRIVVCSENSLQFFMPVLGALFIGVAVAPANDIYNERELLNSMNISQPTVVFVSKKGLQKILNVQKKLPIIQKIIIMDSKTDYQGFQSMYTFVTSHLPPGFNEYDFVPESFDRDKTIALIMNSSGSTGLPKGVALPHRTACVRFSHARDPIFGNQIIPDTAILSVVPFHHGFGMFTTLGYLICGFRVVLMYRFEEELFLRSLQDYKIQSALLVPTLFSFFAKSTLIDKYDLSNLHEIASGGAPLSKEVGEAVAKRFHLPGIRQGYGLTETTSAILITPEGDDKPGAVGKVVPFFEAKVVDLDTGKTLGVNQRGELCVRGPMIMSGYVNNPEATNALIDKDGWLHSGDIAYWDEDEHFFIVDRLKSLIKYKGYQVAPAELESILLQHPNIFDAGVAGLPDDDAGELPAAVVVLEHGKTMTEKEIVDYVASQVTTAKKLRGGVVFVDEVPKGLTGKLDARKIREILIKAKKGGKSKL
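FLuc 10nM, D-luciferin 10uM, ATP 10uM, Mg acetate 10mM, Tris acetate pH 7.5, Tween/BSA; cpd qHTS; enzyme added last; CCD luminescence.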
SNCA expr inhib: Primary qHTS assay for inhibitors of alpha-synuclein gene (SNCA) expression; HEK-293 SNCA-luciferase knock-in, luminescence, 24 h; Potency, µM (series often up to 57.2 µM), without a hit: at the highest dose activity change, negative = inhibition, usual class: inhibitors; 0.17% of 140,000 active; AID 1671194, 2021;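 further: potency means the concentration at half of the fitted maximal effect; plate controls were DMSO cells for no effect and cell-free wells for full effect; nearly all actives have a fitted effect of over 45% in size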
* marks the source's active call; other numbers are inactive results; i = inactive; ? = inconclusive; . = not tested or not shown; [ ] = remark or other dose. Unless noted, the call rests on the fitted dose curve; in most records, active means well fitted curve in the direction sought with a large enough effect; inconclusive means small, poorly fitted or top-dose-only effect, or another doubt; inactive means no such curve, though single readings can be large; an effect the other way counts as inactive or inconclusive. Unless noted, on the % scale 0 is the no-effect control and ±100 the full control effect. Compounds as they come; any-hit rate near 7.8%.

SMILES	NIH3T3 tox	IP6K1 inh	HEK cytotox	HEK293 viab	GPT2 inh	FLuc inh	SNCA expr inhib
CCc1noc(-c2cn(C3CCN(C(=O)c4ccc(C#N)cc4)CC3)nn2)n1	-20%	17	3%	-1%	i	0%	2%
CC(=O)Nc1ccc(CC(=O)N2CCc3c(c(-c4nncn4CC4CC4)nn3C)C2)cc1	i	-2	0%	5%	2%	-3%	-20%
CC(C)c1ccc(CNc2ncncc2-c2nc(-c3ccccc3)no2)cc1	-15%	-6	-2%	8%	-21%	-21%	70%[activator]
NC(=O)C1CCN(C(=O)C[C@@H]2CCNC[C@@H]2Cc2cc(COc3ccccc3)on2)CC1	i	11	i	-1%	i	-1%	4%
Cc1c(C)n(C)c2ccc(C(=O)NCCCN3CCCCC3)cc12	.	-13	.	-3%	.	.	-16%
CCn1ccc(C(=O)N2C[C@@H](Oc3cccnc3)C[C@@H]2C(=O)NCCOC)n1	i	0	i	0%	i	0%	1%
Cc1cccc(C)c1NC(=O)N1CCC(n2cc(-c3cccnc3)nn2)CC1	5%	-3	-1%	?	i	10%	14%
CCN1c2cc(C(=O)Nc3ccc(F)cc3F)ccc2C(=O)N2CCCCCC21 (centres undefined)	?	-4	?	13%[12.5 µM]	i	-16%	4%
Cc1ncoc1C(=O)N1CCc2nnc([C@@H]3C[C@@H](O)CN3C(C)C)n2CC1	-4%	-14	-2%	-19%	i	-11%	7%
Cc1cccc(NC(=O)Cn2c(=O)n(CCC(=O)N3CCc4ccccc4C3)c(=O)c3ccccc32)c1	.	5	.	?	.	.	-20%
O=C(c1ccc(C(F)(F)F)cc1)N1CC2CC(C1)[C@H]1CCCC(=O)N1C2 (some centres undefined)	i	15	9%	1%	-6%	-5%	-7%
CCCCNc1nc(Oc2ccc(=O)n(-c3ccccc3)n2)nc(N(C)C)n1	.	0	.	8%	.	.	-16%

Quoted at random: five entries already listed
SMILES	NIH3T3 tox	IP6K1 inh	HEK cytotox	HEK293 viab	GPT2 inh	FLuc inh	SNCA expr inhib
CC(=O)Nc1ccc(CC(=O)N2CCc3c(c(-c4nncn4CC4CC4)nn3C)C2)cc1	i	-2	0%	5%	2%	-3%	-20%
Cc1ncoc1C(=O)N1CCc2nnc([C@@H]3C[C@@H](O)CN3C(C)C)n2CC1	-4%	-14	-2%	-19%	i	-11%	7%
CCN1c2cc(C(=O)Nc3ccc(F)cc3F)ccc2C(=O)N2CCCCCC21 (centres undefined)	?	-4	?	13%[12.5 µM]	i	-16%	4%
CC(C)c1ccc(CNc2ncncc2-c2nc(-c3ccccc3)no2)cc1	-15%	-6	-2%	8%	-21%	-21%	70%[activator]
NC(=O)C1CCN(C(=O)C[C@@H]2CCNC[C@@H]2Cc2cc(COc3ccccc3)on2)CC1	i	11	i	-1%	i	-1%	4%

Further records:
SMILES	NIH3T3 tox	IP6K1 inh	HEK cytotox	HEK293 viab	GPT2 inh	FLuc inh	SNCA expr inhib
CCOc1ccc(CC(=O)NC2CCN(c3cc(-c4cccs4)[nH]n3)C2)cc1OCC (centres undefined)	?	-4	?	-5%	?	6%	-19%
CC(C)c1ccc(NC(=O)O[C@@H]2CO[C@H]3[C@@H]2OC[C@@H]3NC(=O)Nc2cccc(C#N)c2)cc1	?	7	?	?	2%	-9%	-18%
CCc1ccc(NC(=O)CN2C(=O)C(=O)c3ccccc32)cc1	.	-7	.	18%	.	.	8%
CCc1ccc(OCC(=O)c2ccc3c(c2)N(CCCC(=O)NCC2CCCO2)C(=O)CO3)cc1 (centres undefined)	?	2	?	-5%	i	?	9%
C=CCNC(=O)C(NC(=O)c1ccc2c(c1)OCO2)C1CCN(C(=O)c2ccc(OC)cc2)CC1 (centres undefined)	-19%	-4	-17%	-24%	?	-11%	8%
Cc1cc(C)cc(NC(=O)CCCc2nc(-c3ccco3)no2)c1	.	-27*	.	0%	.	.	5%
COCCNc1ccc(-c2noc([C@@H]3CCCN3C3CCC3)n2)cn1	i	-3	-5%[172 µM]	2%[87.6 µM]	3%[88.5 µM]	3%[172 µM]	41%[87.6 µM]
COc1ccccc1OCc1nc2ccccc2n1Cc1ccccc1	.	-18	.	-2%	.	.	60%[activator]
O=C1NC2(CCN(CC3CCCCC3)C2)Oc2ccccc21 (centres undefined)	?	26	63µM*	?	i	-6%[172 µM]	31%[activator][87.6 µM]
CC1CCN(S(=O)(=O)c2cn(CC(=O)Nc3cccc(C(F)(F)F)c3)c(=O)c3ccccc23)CC1	.	-17	.	-1%	.	.	-17%
COc1ccc(-c2cccc(C(=O)N(C)C)c2)nn1	-22%[138 µM]	5	-16%[172 µM]	.	.	.	.
O=C(CN1CC2CC(C1)[C@H]1CCCC(=O)N1C2)NCCCN1CCCCC1 (some centres undefined)	i	10	7%	6%	i	-10%	12%
CN1CCN(C(=O)[C@@H]2CCC[C@@H](NC(=O)c3nc4ccccc4s3)CN(C)C(=O)C2)CC1	4%	3	-1%	0%	-3%	-4%	-20%
COC(=O)N(C)C(C)c1cccs1 (centres undefined)	-5%[174 µM]	2	2%[230 µM]	5%[87.6 µM]	-1%[88.5 µM]	-4%[230 µM]	-6%[87.6 µM]
COc1ccc(Cn2c(=O)c(C(=O)N3CCN(C(=O)Nc4ccccc4)CC3)nc3cccnc32)cc1	-14%	-6	i	-21%[12.5 µM]	i	.	?
CN1CCN(C(=O)c2ccnc(-c3nnc4ccc(N(C)c5ccccc5)nn34)c2)CC1	10µM*	-12	-2%[172 µM]	-6%[87.6 µM]	-21%[88.5 µM]	2%[172 µM]	0%[87.6 µM]
COc1cccc(-c2ccc(CN3CCCC(NC(=O)c4ccccc4)C3)cc2)c1 (centres undefined)	40µM*	-5	22µM*	-21%	i	.	13%
O=C(Nc1cccc(Cl)c1)C1CCCN(c2ncnc3c2nc2n3CCCCC2)C1 (centres undefined)	.	-10	.	-1%	.	.	-23%
COCCN1CC(CO)C2(CCN(C(=O)Cc3ccccc3)CC2)C1 (centres undefined)	-18%	3	?	1%[12.5 µM]	-4%	5%	1%
Cc1oc2cc3oc(=O)c(CCC(=O)NCCc4ccccc4F)c(C)c3cc2c1C	.	-13	.	-1%	.	.	14%
COCCn1c(=O)c2c(n1Cc1ccccc1)CN(C(=O)c1cccc(C#N)c1)CC2	?	31	i	0%[87.6 µM]	4%[88.5 µM]	3%[172 µM]	4%[87.6 µM]
CCOc1ccc(NC(=O)NC(CC)Cn2nnc3ccccc3c2=O)cc1 (centres undefined)	.	34	.	-20%	.	.	30%[activator]
Cc1nnc(N2CCCC(C(=O)NCCc3ccccc3)C2)c2nn(-c3ccccc3)c(C)c12 (centres undefined)	.	20	.	?	.	.	16%
O=C1NCCC[C@@H]1NC(=O)[C@H]1CN(C(=O)c2cccc(F)c2)CCN1S(=O)(=O)c1ccc(F)cc1	i	0	i	-5%	-29%	0%	7%
CCc1ccc(CN(Cc2ccco2)C(=O)c2ccc(OC)cc2)cc1	.	8	.	-13%	.	.	-10%
O=C(NCc1ccc(-n2cncn2)cc1)C1NCCc2[nH]cnc21 (centres undefined)	2%	63	-2%	-5%	i	-1%	-17%
COc1ccc(C(=O)N2CCC(Oc3ccc(-c4noc(-c5ccccc5)n4)cc3)C2)cn1 (centres undefined)	-22%	2	-25%	-4%	-17%	?	-16%
CC1CCCN1c1ncnc2c1CN(c1ccc(Cl)cc1)C(=O)CN2C (centres undefined)	-17%	-5	-12%	8%	i	-8%	-7%
Cc1nc2nc(C(F)(F)F)[nH]n2c(=O)c1Cc1ccccc1	.	-15	.	8%	.	.	1%
O=C1CCN(C(=O)c2cc3ccccc3[nH]2)CCOCCN1	-18%	-1	-8%	-5%	i	-25%	30%[activator]
COc1ccc(C(=O)N2CCC3(CC2)CC(OC)CCO3)cc1 (centres undefined)	3%	3	12%	-3%[12.5 µM]	?	-13%	3%
CN1CCN(C(=O)N2CCn3nc(CN4CCC(CO)CC4)cc3C2)CC1	-2%	11	0%	6%	-20%	2%	2%
O=[S+]([O-])(c1ccncc1)c1nnn2c1nc(N1CCCCC1)c1ccccc12	-81%	16	i	9%	-7%	.	-3%
Cc1cccc2sc(N(CCCN(C)C)C(=O)COc3ccccc3)nc12	.	6	.	-12%	.	.	1%
Cc1ccc(-c2noc(CCC(=O)Nc3ccc(F)cc3Cl)n2)cc1	.	-4	.	-1%	.	.	-6%
CCCCN1C(=O)[C@@H]2C[C@@H](O)CN2C2(CN(C3CCN(C(C)=O)CC3)C2)C1=O	-26%[174 µM]	-8	i	1%[87.6 µM]	i	4%[172 µM]	36%[activator][87.6 µM]
CC1CCC(NC(=O)c2ccc3c(c2)N(Cc2ccccc2)C(=O)c2ccccc2S3=O)CC1 (centres undefined)	.	20	.	1%	.	.	33%[activator]
CNc1ncnc2c1ncn2[C@H]1C[C@H](OP(=O)(O)O)[C@@H](COP(=O)(O)O)O1	.	.	.	6%	i	.	18%
COc1ccc(OC)c(CN2CCCn3nc(C)c(-c4cccnc4N4CCOCC4)c32)c1	?	10	-29%	-6%	i	-16%	51%[activator]
Nc1nonc1-c1nc2ccccc2n1Cc1cccc(Cl)c1	.	-2	.	-16%	.	.	0%
CN1CCN(C(=O)CCc2ccc(=O)[nH]n2)CC12CCNC(=O)CC2 (centres undefined)	-7%	0	-15%	0%	0%	0%	-21%
N#Cc1ccc(S(=O)(=O)N2CCCCCCNC(=O)[C@@H]3CCCC[C@@H]32)cc1	-12%	-5	-7%	-13%	3%	-7%	-16%
CC(C)NC(=O)N1CCC2(CC1)CN(C(=O)NC(C)C)CCO2	-3%	8	i	-10%	3%	.	-3%
CCOC(=O)c1cccc(Nc2ccc3cc(S(=O)(=O)N4CCCCC4)ccc3n2)c1	.	-2	.	-27%	.	.	-3%
Cc1noc(-c2ccc(OC3CN(C(=O)C(C)c4ccccc4)C3)cc2)n1 (centres undefined)	?	5	?	-13%	?	11%	-8%
Cc1ccc(-c2noc(-c3ccc(N4CCOCC4)c([N+](=O)[O-])c3)n2)cc1	.	10	.	-13%	.	.	50%[activator]
Cc1ccc2oc(-c3cc(NC(=O)c4oc5ccccc5c4C)ccc3Cl)nc2c1	.	0	.	?	.	.	6%
O=C(c1ccccc1)N1CCC(n2cc(-c3nc(-c4ccccc4)no3)nn2)CC1	40µM*	0	?	-2%	i	-9%	34%[activator]
CCOc1ccc(NS(=O)(=O)c2ccc3c(c2)CCCN3C(=O)C2CCC2)cc1	.	2	.	8%	.	.	-11%

Screens (PubChem BioAssay)
